BRCA1 expr up: qHTS Assay to Identify Small Molecule Activators of BRCA1 Expression | MCF7-BRCA1-FFLuc reporter, luminescence, 48 h; response scale: scaled: vehicle 0%, 10 µM genistein 100% | Potency, µM (series often up to 46.1 µM), for inactives: at the highest dose activation, hits mostly activators | hit rate 1.1% among 380,000 | AID 624202, 2012; note: potency is the fitted concentration of half-maximal effect; nearly all actives have a fitted effect of over 80% in size; some results filed as inactive show a strong effect at the top dose
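Activators of BRCA1 expression were detected as increased firefly luciferase luminescence in engineered MCF7 cells after 48 h compound incubation. Signals were scaled to genistein 10 microM as full activation.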
Integrin act MD: qHTS for Activators of Integrin-Mediated Alleviation for Muscular Dystrophy | hit rate 0.064% among 350,000 | alpha7betagal myoblasts, beta-gal FDG fluorescence, 48 h | Potency, µM (highest dose often 38.3 µM), inactives show top-dose activation, usual class: activators;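 note: potency is the fitted concentration of half-maximal effect; 100% = response of the positive control SU9516; nearly all actives have a fitted effect of over 60% in size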
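Alpha7betagal+/- myoblasts (passage 13) were plated 16-24 hr, then exposed to compounds (1:260 dilution of DMSO stock) for 48 hours at 37C. After MPER lysis, β-galactosidase reporter activity was read as FDG fluorescence (ex 480/em 540) after 30 minutes.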
PTAP TSG101 blk: qHTS Assay for Iinhibitors of HIV-1 Budding by Blocking the Interaction of PTAP/TSG101; AID 493005, 2010; Fluorescence polarization, FITC-PTAP peptide / Tsg101 binding; Potency, µM (titrated, usually from 115 µM), inactives show at the top dose activity change, negative = inhibition, most hits filed as inhibitors; Tumor susceptibility gene 101 protein (Homo sapiens), Q99816; 340,000 tested, under 10 active; active = well fitted inhibition curve with a large enough effect in the main read-out, with a control signal flat, not every such curve was filed as active; inconclusive = small, poorly fitted or top-dose-only effect, or effect the other way, or a change in a side signal; inactive = no such curve, though single readings can be large or run the other way; note: potency is the fitted concentration of half-maximal effect; % of control where 0% means no effect
Target sequence (Q99816 whole entry, looked up): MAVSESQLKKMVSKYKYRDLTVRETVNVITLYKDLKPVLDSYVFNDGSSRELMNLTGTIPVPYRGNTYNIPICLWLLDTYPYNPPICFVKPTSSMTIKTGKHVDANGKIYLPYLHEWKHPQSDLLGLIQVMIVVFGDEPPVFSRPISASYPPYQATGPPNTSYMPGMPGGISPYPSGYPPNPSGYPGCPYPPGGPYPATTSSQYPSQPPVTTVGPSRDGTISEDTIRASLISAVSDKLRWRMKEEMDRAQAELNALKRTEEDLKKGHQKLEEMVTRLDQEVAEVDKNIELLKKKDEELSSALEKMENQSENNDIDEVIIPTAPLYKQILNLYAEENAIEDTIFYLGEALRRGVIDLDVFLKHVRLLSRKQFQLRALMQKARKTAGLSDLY
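Tsg101 binding domain (10 uM final) was mixed with compound and a FITC-labeled PTAP peptide (50 nM final) in HEPES pH 7.5 buffer with NaCl, Tween 20, EDTA and TCEP; fluorescence polarization was read after 20 min at r.t.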
ELG1 repair inh: qHTS screen for small molecules that inhibit ELG1-dependent DNA repair in human embryonic kidney (HEK293T) cells expressing luciferase-tagged ELG1 | HEK293T ELG1-luciferase reporter, luminescence, 16 h; DNA damage induced by 5-fluorouridine | Potency, µM (doses to about 46.1 µM), for the others: at the top dose activity change, negative = inhibition, most hits filed as inhibitors | hit rate 2.3% among 330,000 | AID 504467, 2011; note: potency is the fitted concentration of half-maximal effect; % is set by controls: 0 for no effect and ±100 for the full control effect; nearly all actives have a fitted effect of over 55% in size
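Cells (2,000 per well) received 5-fluorouridine plus test compound or DMSO and were incubated 16 hr at 37 °C, 5% CO2. Luciferase activity was read by luminescence 30 min after ONE-Glo addition; signal suppression marked inhibition of damage-induced ELG1 function.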
p53 reactivation: qHTS assay for re-activators of p53 using a Luc reporter; H1299 p53-A138V BP100-luciferase reporter, luminescence, 24 h; Potency, µM (series often up to 92.2 µM), for inactives: at the highest dose activity change, positive = activation, usual class: activators; hit rate 0.063% among 320,000; AID 504706, 2011; note: potency is the fitted concentration of half-maximal effect; % of control where 0% means no effect; nearly all actives have a fitted effect of over 45% in size
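H1299 (p53-null), stable ts p53-A138V + BP100-Luc; 1000 cells/well, Opti-MEM/10% FBS; cpd 4 pt, 1:5; 24 h, 37 deg C, 5% CO2; detection reagent 10 min RT; luminescence.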
CXXC DNA block: qHTS Fluorescence Polarization Assay for Inhibitors of MLL CXXC domain - DNA interaction. Potency, µM (series often up to 115 µM), without a hit: at the top dose activity change, negative = inhibition, most hits filed as inhibitors. hit rate 0.037% among 290,000. AID 2662, 2010. Histone-lysine N-methyltransferase 2A (Homo sapiens), Q03164. MLL-CXXC / FITC-HOXA9 DNA fluorescence polarization; active = well fitted inhibition curve with a large enough effect in the polarisation, with a control signal flat, not every such curve was filed as active; inconclusive = small, poorly fitted or top-dose-only effect, or effect the other way, or a change in a side signal; inactive = no such curve, though single readings can be large or run the other way; the % refers to the polarisation; note: potency is the fitted concentration of half-maximal effect
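Purified MLL-CXXC (added from a 7 uM solution) was preincubated 5 min at ambient with pinned compounds in 50 mM Tris-HCl pH 7.5, 50 mM NaCl, 1 mM DTT, 0.05% BSA. Fluorescein-labeled HOX-A9 DNA (50 nM solution) followed, 30 min, then polarization read.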
A-T KAP1 phos: qHTS Assay for Identifying a Potential Treatment of Ataxia-Telangiectasia. hit rate 0.19% among 320,000. AID 485349, 2010. […] A-T fibroblasts, KAP-1 phosphorylation AlphaLISA; neocarzinostatin DNA damage 30 min before lysis. Potency, µM (titrated, usually from 57.5 µM), without a hit: at the highest dose activation, usual class: activators; note: potency is the fitted concentration of half-maximal effect; % of control where 0% means no effect; nearly all actives have a fitted effect of over 45% in size
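hTERT-immortalized A-T patient fibroblasts ([…]), 500 cells/well in OPTI-MEM, 1% FBS, got compounds for 60 min, then NCS for 30 min at 37C. Lysates were then assayed for phospho-KAP-1 by AlphaLISA (anti-pKAP1 donor, anti-KAP1 acceptor beads), 6 hr at 25C.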
B2AR arrestin: qHTS assay of beta-arrestin-biased ligands of beta2-adrenergic receptor. beta-arrestin recruitment to beta2AR, cell-based reporter. hit rate 0.02% among 330,000. AID 492947, 2010. Potency, µM (series often up to 46.1 µM), without a hit: at the top dose activation, hits mostly activators. Beta-2 adrenergic receptor (Homo sapiens), P07550;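 note: potency is the fitted concentration of half-maximal effect; 0% = DMSO controls and full agonism = EC100 isoproterenol or metaproterenol; nearly all actives have a fitted effect of over 65% in size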
Target sequence (P07550 whole entry, looked up): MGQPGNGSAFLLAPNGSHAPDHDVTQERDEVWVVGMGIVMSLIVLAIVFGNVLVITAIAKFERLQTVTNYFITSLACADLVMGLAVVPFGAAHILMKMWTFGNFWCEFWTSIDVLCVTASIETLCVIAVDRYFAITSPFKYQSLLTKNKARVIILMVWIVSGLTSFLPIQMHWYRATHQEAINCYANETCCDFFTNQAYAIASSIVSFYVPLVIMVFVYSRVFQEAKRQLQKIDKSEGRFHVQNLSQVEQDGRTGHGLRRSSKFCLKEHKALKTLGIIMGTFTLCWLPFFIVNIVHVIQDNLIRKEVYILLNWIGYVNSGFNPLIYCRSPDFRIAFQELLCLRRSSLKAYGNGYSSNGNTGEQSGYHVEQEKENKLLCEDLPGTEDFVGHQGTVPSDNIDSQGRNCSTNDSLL
TRPV1 ag: HTS Assay for Compounds that Act as Agonists of the Vanilloid Receptor 1. TRPV1-expressing cells, Fluo-8 calcium influx, agonist mode. activation, % at 8.33 µM. hit rate 0.19% among 320,000; in the data active = activation above about 80%; inconclusive = between about 30% and that limit; note: 0% is about no effect
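Fluo-8 calcium influx in TRPV1-expressing cells, kinetic read (ex 480/em 520 nm). Compound added and read 3 min for agonist activity, followed by capsaicin at EC20 final and 2 min further read for enhancement.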
TCR activator: Activators of T cell receptors: qHTS campaign. primary human leukocytes, anti-CD3, IL-2 HTRF, 48 h. Potency, µM (highest dose often 9.22 µM), for inactives: top-dose activation of IL-2 secretion, actives largely listed as activators. 330,000 tested, under 10 active. AID 504894, 2011; note: % of control where 0% means no effect
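HTRF read-out of IL-2 secretion: europium cryptate donor excited at 320nm, d2 acceptor emission at 665nm. Cells were primary human leukocytes incubated 48 hr with compounds and a-CD3 beads, supplying TCR signal only.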
The depositor's hits bear a star; [ ] = another dose, or the depositor's remark. Unless noted, calls come from the whole dose curve; as a rule, active = well fitted curve in the direction sought with a large enough effect; inconclusive = small, poorly fitted or top-dose-only effect, or another doubt; inactive = no such curve, though single readings can be large; an effect the other way counts as inactive or inconclusive.

How did Cc1ccc(NC(=O)COC(=O)Cc2csc(-c3ccc(Cl)cc3)n2)cc1C do in these assays?
BRCA1 expr up: -15%; Integrin act MD: 9%; PTAP TSG101 blk: -4%; ELG1 repair inh: inconclusive; p53 reactivation: 16%; CXXC DNA block: 13%; A-T KAP1 phos: 0%; B2AR arrestin: -0.2%; TRPV1 ag: 3; TCR activator: 1%[46.1 µM]

How did O=C(Oc1ccc(Br)cc1)c1n[nH]c(=O)c2ccccc12 do in these assays?
BRCA1 expr up: 15%; Integrin act MD: inconclusive; PTAP TSG101 blk: -5%; ELG1 repair inh: 5%; p53 reactivation: 2%; CXXC DNA block: 13%; A-T KAP1 phos: 2%; B2AR arrestin: -0.5%; TRPV1 ag: -4; TCR activator: 0%

How did Cc1cc(C)c(S(=O)(=O)/N=C2\C=C(NS(=O)(=O)c3ccccc3)C(=O)c3ccccc32)c(C)c1 do in these assays?
BRCA1 expr up: -35%; Integrin act MD: -35%; PTAP TSG101 blk: -8%; ELG1 repair inh: -6%; p53 reactivation: -1%; CXXC DNA block: -2%; A-T KAP1 phos: 3%; B2AR arrestin: -0.4%; TRPV1 ag: -2; TCR activator: 0%

What do the screens show for `Cc1cccc(C)c1NC(=O)C(NC=O)c1ccc(N(C)C)cc1` (stereo not given)?
BRCA1 expr up: 8%; Integrin act MD: 15%; PTAP TSG101 blk: -6%; ELG1 repair inh: -7%; p53 reactivation: 1%; CXXC DNA block: -3%; A-T KAP1 phos: 1%; B2AR arrestin: 0.3%; TRPV1 ag: 0; TCR activator: 1%

Results for O=C(Cn1cccc1C(=O)c1ccccc1)NCc1cccnc1 ?
BRCA1 expr up: -5%; Integrin act MD: -3%; PTAP TSG101 blk: -4%; ELG1 repair inh: 6%; p53 reactivation: -7%; CXXC DNA block: -2%; A-T KAP1 phos: 4%; B2AR arrestin: -0.5%; TRPV1 ag: 0; TCR activator: 1%

What do the screens show for `O=C(Oc1ccc(Br)cc1C(=O)/C=C/c1ccccc1F)c1ccco1`?
BRCA1 expr up: -10%; Integrin act MD: -68%[inhibitor]; PTAP TSG101 blk: 1%; TCR activator: 3%

How did COC(=O)c1ccccc1NCCO do in these assays?
BRCA1 expr up: -1%; Integrin act MD: -14%; PTAP TSG101 blk: -4%; ELG1 repair inh: -2%; p53 reactivation: -2%; CXXC DNA block: 13%; A-T KAP1 phos: 4%; B2AR arrestin: 0.3%; TRPV1 ag: -5; TCR activator: 4%

What do the screens show for `O=C(O)/C=C/c1cn(-c2ccccc2)nc1-c1cccs1`?
BRCA1 expr up: 2%; Integrin act MD: -2%; PTAP TSG101 blk: 0%; ELG1 repair inh: inconclusive; p53 reactivation: -4%; CXXC DNA block: -5%; A-T KAP1 phos: 0%; B2AR arrestin: -0.3%; TRPV1 ag: 0; TCR activator: 2%

What do the screens show for `COC(=O)Cc1c(C)c2ccc(O)c(CNCc3ccc(OC)c(OC)c3)c2oc1=O`?
BRCA1 expr up: -21%; Integrin act MD: 11%; PTAP TSG101 blk: -1%; ELG1 repair inh: -6%; p53 reactivation: -4%; CXXC DNA block: 4%; A-T KAP1 phos: 47%; B2AR arrestin: -0.5%; TRPV1 ag: inconclusive; TCR activator: -8%

What do the screens show for `Cc1cccc(/C=C2/SC(=O)N(Cc3ccccc3)C2=O)n1`?
BRCA1 expr up: -10%; Integrin act MD: 6%; PTAP TSG101 blk: -1%; ELG1 repair inh: 10%; p53 reactivation: 3%; CXXC DNA block: -3%; A-T KAP1 phos: 1%; B2AR arrestin: 0.2%; TRPV1 ag: inconclusive; TCR activator: 1%

How did CC12CCC(C(=O)N3CCN(c4ccccc4)CC3)(CC1=O)C2(C)C (stereo not given) do in these assays?
BRCA1 expr up: -20%; Integrin act MD: -6%; PTAP TSG101 blk: -2%; ELG1 repair inh: 0%; p53 reactivation: -2%; CXXC DNA block: 11%; A-T KAP1 phos: 1%; B2AR arrestin: 0.1%; TRPV1 ag: 16; TCR activator: 6%

What do the screens show for `CC(C)(C)c1ccc(C(=O)NC2CCN(Cc3ccccc3)CC2)cc1`?
BRCA1 expr up: -26%; Integrin act MD: -56%[inhibitor]; PTAP TSG101 blk: 1%; ELG1 repair inh: -23%; p53 reactivation: 6%; CXXC DNA block: 19%; A-T KAP1 phos: -9%; B2AR arrestin: 0.0%; TRPV1 ag: inconclusive; TCR activator: -10%

How did O=C(N/N=C/c1ccc(Br)cc1)c1cc[n+]([O-])cc1 do in these assays?
BRCA1 expr up: 18%; Integrin act MD: -9%; PTAP TSG101 blk: 2%; ELG1 repair inh: 11%; p53 reactivation: -8%; CXXC DNA block: 2%; A-T KAP1 phos: -3%; B2AR arrestin: 0.2%; TRPV1 ag: 1; TCR activator: 3%

How did COc1cc(OC)cc(C(=O)OCc2cc3ccccc3[nH]c2=O)c1 do in these assays?
BRCA1 expr up: -17%; Integrin act MD: -18%; PTAP TSG101 blk: -2%; ELG1 repair inh: 0%; p53 reactivation: 4%; CXXC DNA block: 10%; A-T KAP1 phos: 39%; B2AR arrestin: 0.0%; TRPV1 ag: 3; TCR activator: 4%

Results for CC(C)Cn1cnc2c(SCc3ccccc3F)nc(N)nc21 ?
BRCA1 expr up: 5.6µM*; Integrin act MD: -12%; PTAP TSG101 blk: -2%; TCR activator: 5%

Results for CC(C)OC(=O)NC(C)(C)COC(=O)Nc1cccc(Cl)c1 ?
BRCA1 expr up: 0%; Integrin act MD: 14%; PTAP TSG101 blk: -5%; ELG1 repair inh: -1%; p53 reactivation: 1%; CXXC DNA block: 1%; A-T KAP1 phos: -1%; B2AR arrestin: -0.5%; TRPV1 ag: -1; TCR activator: 1%[46.1 µM]

What do the screens show for `CCOC(=O)NC(Nc1ncccn1)(C(F)(F)F)C(F)(F)F`?
BRCA1 expr up: -7%; Integrin act MD: 5%; PTAP TSG101 blk: -1%; ELG1 repair inh: 10%; p53 reactivation: -1%; CXXC DNA block: -8%; A-T KAP1 phos: 8%; B2AR arrestin: -0.1%; TRPV1 ag: 0; TCR activator: 11%

How did CCCC(=O)Nc1cc(S(=O)(=O)N(CC)CC)ccc1Cl do in these assays?
BRCA1 expr up: -11%; Integrin act MD: -11%; PTAP TSG101 blk: 0%; ELG1 repair inh: 0%; p53 reactivation: -12%; CXXC DNA block: 0%; A-T KAP1 phos: -8%; B2AR arrestin: -1.1%; TRPV1 ag: 16; TCR activator: -5%[46.1 µM]

What do the screens show for `C[C@@H](C(=O)Nc1ccc2ccccc2c1)[C@H]1C[C@]1(C)[C@H](NS(=O)(=O)c1ccccc1)c1ccccc1`?
BRCA1 expr up: -63%; Integrin act MD: 7%; PTAP TSG101 blk: 0%; ELG1 repair inh: 0%; p53 reactivation: -1%; CXXC DNA block: 25%; A-T KAP1 phos: -11%; B2AR arrestin: -0.5%; TRPV1 ag: 18; TCR activator: 7%

Results for CCOC(=O)C1=C(C)NC(=S)N(C=O)C1c1ccccc1 (stereo not given) ?
BRCA1 expr up: -27%; Integrin act MD: 5%; PTAP TSG101 blk: -4%; ELG1 repair inh: -2%; p53 reactivation: 0%; CXXC DNA block: -2%; A-T KAP1 phos: -6%; B2AR arrestin: 0.2%; TRPV1 ag: -3; TCR activator: -5%

Results for CC(C)OCCCNC(=O)C(NS(=O)(=O)c1ccc2c(c1)c(=O)n(C)c(=O)n2C)c1ccccc1 (stereo not given) ?
ELG1 repair inh: -3%; p53 reactivation: 8%; CXXC DNA block: -12%; A-T KAP1 phos: 3%; B2AR arrestin: 0.1%; TRPV1 ag: 5

What do the screens show for `Cn1c(=O)[nH]c(=O)c2c1nc(N1CCCC1)n2CCO`?
BRCA1 expr up: -6%; Integrin act MD: 21%; PTAP TSG101 blk: -1%; ELG1 repair inh: -2%; p53 reactivation: inconclusive; CXXC DNA block: 4%; A-T KAP1 phos: -11%; B2AR arrestin: -0.7%; TRPV1 ag: -3; TCR activator: -6%

Results for COc1ccc(C(=O)N2CCc3cc(OC)c(OC)cc3C2c2ccc(OC)c(OC)c2)cc1OC (stereo not given) ?
BRCA1 expr up: -3%; Integrin act MD: -18%; PTAP TSG101 blk: -1%; ELG1 repair inh: 3.7µM*; p53 reactivation: -14%; CXXC DNA block: inconclusive; A-T KAP1 phos: 10%; B2AR arrestin: -0.3%; TRPV1 ag: 1; TCR activator: 2%

Compound activity as filed in PubChem BioAssay.
